Source: PubChem BioAssay
HepG2 tox: qHTS for Inhibitors of TGF-b: Cytotox Counterscreen; HepG2 CAGA-GFP viability, ATP luminescence, 18 h; Potency, µM (series often up to 46.1 µM), for the others: at the highest dose activity change, negative = cytotoxicity, usual class: cytotoxic; 410,000 tested, 0.76% active; also: potency is read from the fitted curve at half-maximal effect; some results filed as inactive show a strong effect at the top dose
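CellTiter-Glo luminescence gave cytotoxicity after 18 hours at 37 degrees C. The cells were HepG2 CAGA-GFP in 1% FBS DMEM, stimulated with 500 pg/mL TGF-beta after compound addition. %Activity was normalised to no-cell wells (complete cell-killing) and DMSO (no toxicity), and curves were fitted and classified.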
Nrf2 ARE act: qHTS of Nrf2 Activators | AREc32 ARE-luciferase reporter (MCF7-derived line), luminescence, 24 h | Potency, µM (top dose mostly 46.1 µM), for inactives: at the top dose activation, actives largely listed as activators | 410,000 tested, 0.31% active | AID 624171, 2012; also: potency is read from the fitted curve at half-maximal effect; % of control where 0% means no effect; nearly all actives have a fitted effect of over 65% in size
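Luminescent ARE reporter assay in AREc32_Fluc cells: overnight plating at 37 deg C, 24 hr compound incubation, Steady-Glo added, 30 min RT before reading.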
ATXN viability: Viability Counterscreen for Primary qHTS for Inhibitors of ATXN expression | S2 cells (HEK-293 line with an ATXN2-luciferase reporter) viability, CellTiter-Fluor protease fluorescence, 24 h | Potency, µM (top dose mostly 56.7 µM), hits mostly cytotoxic | 400,000 tested, 0.49% active; also: potency is read from the fitted curve at half-maximal effect; nearly all actives have a fitted effect of over 40% in size
Nrf2 block: Nrf2 qHTS screen for inhibitors; A549 ARE-Fluc reporter, luciferase luminescence, 18-24 h; Potency, µM (top dose mostly 46 µM), without a hit: at the highest dose activity change, negative = inhibition, most hits filed as inhibitors; 360,000 tested, 2.1% active; AID 504444, 2011; also: potency is read from the fitted curve at half-maximal effect; % is scaled to controls: 0 for no effect and ±100 for the full control effect; nearly all actives have a fitted effect of over 60% in size
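Reporter: ARE-Fluc in A549. Exposure: 18-24 h, 37 °C, 5% CO2, 5% FBS OPTI-MEM. Readouts: fluorescent cytotoxicity (CellTiter-Fluor), then luminescent Nrf2 signal after BugLite.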
TGFb inhibitor: qHTS for Inhibitors of TGF-b; HepG2 CAGA-GFP TGF-b/SMAD3 reporter, GFP fluorescence, 18 h; TGF-beta stimulated, 500 pg/mL final; Potency, µM (highest dose often 46.1 µM), for the others: at the highest dose activity, negative = inhibition, hits mostly inhibitors; 410,000 tested, 1.2% active; also: potency is read from the fitted curve at half-maximal effect; % is scaled to controls: 0 for no effect and ±100 for the full control effect; nearly all actives have a fitted effect of over 65% in size
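First, reporter cells (HEPG2 CAGA-GFP) rested 2 h at 37 degrees C. Next, compounds were pinned in and TGF-beta added to 500 pg/mL final. After 18 h, GFP was imaged per cell and summed per well.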
IL-2 act: qHTS of IL-2 Activators | 360,000 tested, 0.065% active | AID 652025, 2013 | activation, % (series mostly up to about 46 µM) | IL-2 activation reporter assay, cell-based qHTS; stimulated with anti-CD3/CD4/CD28 beads; in transgenic mouse T cells; in the data active = activation above about 50%; inconclusive = mostly about 30% to 49%; also: 0% is about no effect
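Readout is EGFP and DsRed signal by fluorescent plate cytometry after 18 h at 37 degrees C. Transgenic mouse T cells (750/well) received compound for 60 min before bead stimulation (anti-CD3, anti-CD4, anti-CD28); memory T cells served as non-tolerant control.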
ATXN2 expr inh: Primary qHTS for Inhibitors of ATXN expression. HEK-293 ATXN2-luciferase reporter, luminescence, 24 h. Potency, µM (top dose mostly 57 µM), for the others: top-dose activity change, negative = inhibition, usual class: inhibitors. 360,000 tested, 0.72% active; also: potency is read from the fitted curve at half-maximal effect; % is scaled to controls: 0 for no effect and ±100 for the full control effect; nearly all actives have a fitted effect of over 55% in size
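qHTS (up to 57 uM final) was run with 24 h compound exposure of reporter cells at 37 °C. Each well was multiplexed: SteadyGlo luminescence measured ATXN2-luciferase expression after a fluorogenic Gly-Phe-AFC viability readout (25 uM final).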
A549 tox: Nrf2 qHTS screen for inhibitors: counterscreen for cytotoxicity; A549 ARE-Fluc cells, CellTiter-Fluor viability, 18-24 h; AID 504648, 2011; Potency, µM (top dose mostly 46 µM), without a hit: at the top dose activity change, negative = cytotoxicity, hits mostly inhibitors; 390,000 tested, 0.16% active; also: potency is read from the fitted curve at half-maximal effect; % is scaled to controls: 0 for no effect and ±100 for the full control effect
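Cytotoxicity counterscreen: CellTiter-Fluor fluorescence was measured in A549 ARE_Fluc cells after 18-24 h of compound exposure in a concentration series. The subsequent BugLite luminescent read reports ARE-luciferase activity.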
EPAC2 agonist: qHTS for Agonist of cAMP-regulated guanine nucleotide exchange factor 4 (EPAC2): primary screen. AID 720711, 2013. 360,000 tested, 0.079% active. Potency, µM (series often up to 154 µM), inactives show at the highest dose activation, usual class: activators. EPAC2 activation, biochemical qHTS; response scale: 100% = 6.5 mM cAMP response; also: potency is read from the fitted curve at half-maximal effect; nearly all actives have a fitted effect of over 50% in size
Target sequence (Q8WZA2 whole entry, looked up): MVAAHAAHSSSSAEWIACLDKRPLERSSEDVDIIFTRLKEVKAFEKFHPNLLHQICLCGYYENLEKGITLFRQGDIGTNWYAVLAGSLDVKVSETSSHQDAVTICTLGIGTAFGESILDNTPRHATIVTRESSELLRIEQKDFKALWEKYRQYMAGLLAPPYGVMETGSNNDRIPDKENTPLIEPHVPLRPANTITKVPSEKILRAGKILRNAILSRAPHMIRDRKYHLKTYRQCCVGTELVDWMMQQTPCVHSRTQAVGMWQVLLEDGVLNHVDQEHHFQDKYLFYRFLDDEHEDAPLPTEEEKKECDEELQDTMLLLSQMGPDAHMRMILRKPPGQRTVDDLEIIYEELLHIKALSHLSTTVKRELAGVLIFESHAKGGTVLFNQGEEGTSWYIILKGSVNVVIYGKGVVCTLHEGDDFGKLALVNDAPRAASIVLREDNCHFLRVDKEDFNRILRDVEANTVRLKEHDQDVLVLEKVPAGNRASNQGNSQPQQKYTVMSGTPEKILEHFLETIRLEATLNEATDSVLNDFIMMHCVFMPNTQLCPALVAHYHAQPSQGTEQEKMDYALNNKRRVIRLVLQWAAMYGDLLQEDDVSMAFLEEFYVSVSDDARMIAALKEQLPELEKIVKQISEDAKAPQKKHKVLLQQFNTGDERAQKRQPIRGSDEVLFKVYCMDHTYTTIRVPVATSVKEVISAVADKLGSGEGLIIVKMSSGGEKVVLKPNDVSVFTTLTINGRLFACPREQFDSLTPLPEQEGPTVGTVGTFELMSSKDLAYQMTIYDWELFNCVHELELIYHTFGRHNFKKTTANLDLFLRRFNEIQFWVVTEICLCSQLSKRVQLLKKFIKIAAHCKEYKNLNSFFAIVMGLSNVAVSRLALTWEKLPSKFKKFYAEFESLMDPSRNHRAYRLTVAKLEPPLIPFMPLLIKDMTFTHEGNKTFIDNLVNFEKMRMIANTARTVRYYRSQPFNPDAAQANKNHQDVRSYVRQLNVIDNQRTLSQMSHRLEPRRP
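EPAC2 (100 nM) mixed with Rap1B loaded with BODIPY-GDP (250 nM) plus 50 uM unlabeled GDP; compounds pinned in, 5 min RT, then read every 5 min for 30 min (ex 480, em 540 nm). Normalized to cAMP control.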
The depositor's hits bear a star; & = joins results of further samples; [ ] = another dose, or the depositor's remark. Unless noted, calls follow the shape of the dose curve; as a rule, active = well fitted curve in the direction sought with a large enough effect; inconclusive = small, poorly fitted or top-dose-only effect, or another doubt; inactive = no such curve, though single readings can be large; an effect the other way counts as inactive or inconclusive.

COc1ccc(OCCCC(=O)OCC(=O)N2CCN(S(=O)(=O)c3ccc(C)cc3C)CC2)cc1 was read as HepG2 tox 1%, Nrf2 ARE act 0.2%, ATXN viability inactive, Nrf2 block 4%, TGFb inhibitor 14%, IL-2 act 0.0, A549 tox 17% and EPAC2 agonist 10%.
Screening Cc1[nH]nc(C(F)(F)F)c1CCC(=O)NC1CCCCCC1 returned HepG2 tox -9%, Nrf2 ARE act 0.3%, ATXN viability inactive, Nrf2 block -12%, TGFb inhibitor -3%, IL-2 act -0.4, ATXN2 expr inh 10%, A549 tox 1% and EPAC2 agonist 8%.
Screening Cn1c(Oc2ccc(Cl)cc2)nc2c1c(=O)n(Cc1ccc(F)cc1)c(=O)n2C returned HepG2 tox 3%, Nrf2 ARE act 0.2%, ATXN viability inactive, Nrf2 block 9%, TGFb inhibitor -4%, ATXN2 expr inh 11% and A549 tox -3%.
`O=C(CSC1=NC(=O)C(c2ccccc2)C(=O)N1)Nc1cccc(Cl)c1` (stereo not drawn) gave HepG2 tox -12%, Nrf2 ARE act -0.3%, ATXN viability inactive, TGFb inhibitor -4%, IL-2 act 1.4, ATXN2 expr inh -11%, A549 tox 0% and EPAC2 agonist 12%.
For CN1C(=O)S/C(=C/c2cccn2-c2cccc(C(=O)O)c2)C1=O the results were HepG2 tox 3%, Nrf2 ARE act 0.1%, ATXN viability inactive, Nrf2 block inconclusive, TGFb inhibitor 8%, IL-2 act -0.9, ATXN2 expr inh 11%, A549 tox -20% and EPAC2 agonist 4%.
COC(=O)c1ccc2c(=O)[nH]c(COC(=O)c3[nH]c(C)c(C(C)=O)c3C)nc2c1 was read as HepG2 tox 1%, Nrf2 ARE act 0.1%, ATXN viability inactive, Nrf2 block -11%, TGFb inhibitor 14%, IL-2 act -0.1, ATXN2 expr inh 23%, A549 tox 1% and EPAC2 agonist -2%.
Screening CCC(=O)Nc1cccc(-c2ccc(N3CCCCC3)nn2)c1 returned HepG2 tox -27%, Nrf2 ARE act -1.2%, ATXN viability inactive, Nrf2 block 10%, TGFb inhibitor -6%, IL-2 act 0.2, A549 tox 6% and EPAC2 agonist 21%.
For CCCCn1nnnc1C(c1cc2ccccc2o1)N1CCN(c2ncccc2C#N)CC1 (stereo not drawn) the results were Nrf2 ARE act 3.7%, ATXN viability inconclusive, IL-2 act -0.7, ATXN2 expr inh 2% and EPAC2 agonist 3%.
For Cc1cc(C)cc(C(=O)NCC(=O)OCC(=O)N2CCCCC2)c1 the results were HepG2 tox 4%, Nrf2 ARE act -0.3%, ATXN viability inactive, Nrf2 block -16%, TGFb inhibitor -7%, IL-2 act -3.8, ATXN2 expr inh -13%, A549 tox -2% and EPAC2 agonist 16%.
Screening O=C(COC(=O)COc1ccc(Cl)cc1Cl)NC1CCCC1 returned HepG2 tox 0%, Nrf2 ARE act 0.1%, ATXN viability inactive, Nrf2 block 4%, TGFb inhibitor 2%, IL-2 act 0.9, ATXN2 expr inh 2%, A549 tox 3% and EPAC2 agonist -1%.
For Cn1c(SCC(=O)Nc2nncs2)nnc1C1CC1 the results were HepG2 tox 0%, Nrf2 ARE act -0.4%, ATXN viability inactive, Nrf2 block -2%, TGFb inhibitor -6%, IL-2 act -1.5, ATXN2 expr inh 20%, A549 tox 3% and EPAC2 agonist 12%.
Screening OCCC1CN(Cc2cccn2-c2cccnc2)CCN1Cc1ccccc1 (stereo not drawn) returned HepG2 tox 2%, Nrf2 ARE act -0.7%, ATXN viability inconclusive, Nrf2 block inconclusive, TGFb inhibitor 13%, IL-2 act 2.1, ATXN2 expr inh -21%, A549 tox 18% and EPAC2 agonist 6%.
For CCCn1nc2cc(C(=O)NCc3ccccc3OC)ccc2c1OCC the results were HepG2 tox -6%, Nrf2 ARE act -0.3%, ATXN viability inactive, Nrf2 block -13%, TGFb inhibitor -18%, IL-2 act 0.1, ATXN2 expr inh -6%, A549 tox 2% and EPAC2 agonist 7%.
`CCc1ccc(NC(=O)c2cc(-c3cccs3)on2)cc1` gave HepG2 tox -4%&7%, Nrf2 ARE act 0.2%&7.2%, ATXN viability inactive, Nrf2 block 2%&12%, TGFb inhibitor 6%, IL-2 act 0.0, A549 tox 1%&-2% and EPAC2 agonist 6%.
O=C(NCCCN1CCCC1=O)c1cc(NS(=O)(=O)c2ccc(F)cc2)cc(NS(=O)(=O)c2ccc(F)cc2)c1 was read as HepG2 tox 8%, Nrf2 ARE act -0.2%, ATXN viability inactive, Nrf2 block 1%, TGFb inhibitor -6%, IL-2 act -1.1, ATXN2 expr inh 5%, A549 tox -5% and EPAC2 agonist 6%.
CC(C)c1ccc(NC(=O)CN2C(=O)c3cccc4cccc2c34)cc1 was read as HepG2 tox -1%, Nrf2 ARE act 0.7%, TGFb inhibitor inconclusive and A549 tox 19%.
Screening CC(=O)N1CCc2nc3ccccc3cc21 returned HepG2 tox 12%, Nrf2 ARE act -0.3%, ATXN viability inactive, TGFb inhibitor 8%, IL-2 act 1.4 and EPAC2 agonist 1%.
Screening CCO/N=C(\N)c1[nH]ncc1Br returned HepG2 tox 8%, Nrf2 ARE act -0.8%, ATXN viability inactive, Nrf2 block 18%, TGFb inhibitor 3%, IL-2 act 0.9, A549 tox 4% and EPAC2 agonist 18%.
Screening Cc1nc(N2CCOCC2)nc(Oc2ccccc2)c1[N+](=O)[O-] returned HepG2 tox -4%, Nrf2 ARE act 3.6%, ATXN viability inconclusive, Nrf2 block inconclusive, TGFb inhibitor -1%, IL-2 act -0.7, A549 tox 0% and EPAC2 agonist 23%.
Screening COC(=O)c1c(-c2ccc(OC)cc2)sc2ccc(-c3ccc4c(c3)OCO4)cc12 returned HepG2 tox -16%, Nrf2 ARE act -0.1%, ATXN viability inactive, Nrf2 block -12%, TGFb inhibitor -11%, IL-2 act -2.2, ATXN2 expr inh -21%, A549 tox 12% and EPAC2 agonist 4%.
COc1cc(OC)cc(C(=O)N2CCN(S(=O)(=O)c3ccc4c(c3)OCCO4)CC2)c1 was read as HepG2 tox -18%, Nrf2 ARE act 0.3%, ATXN viability inactive, TGFb inhibitor -18%, IL-2 act -0.6 and EPAC2 agonist 9%.
`COc1cccc(NC(=S)NC(=O)c2cccnc2)c1` gave HepG2 tox -17%, Nrf2 ARE act 0.2%[9.22 µM], ATXN viability inactive, Nrf2 block 10%, TGFb inhibitor -9%, IL-2 act -0.7, ATXN2 expr inh 17%, A549 tox 2% and EPAC2 agonist -1%.
Screening COC(=O)c1c(N=CN(C)C)c(C#N)c2n1CCCC2 returned HepG2 tox 4%, Nrf2 ARE act -0.1%, ATXN viability inactive, Nrf2 block 4%, TGFb inhibitor -15%, IL-2 act -0.3, ATXN2 expr inh 4%, A549 tox 3% and EPAC2 agonist 4%.
`Cc1ccc(CNC(=S)Nc2cc(C)ccc2OC(F)F)cc1` gave HepG2 tox 0%, Nrf2 ARE act -0.6%, ATXN viability inactive, Nrf2 block inconclusive, TGFb inhibitor 12%, IL-2 act 2.4, ATXN2 expr inh -10%, A549 tox 1% and EPAC2 agonist 7%.
Screening CCN1CCN(C(=O)Cn2ncc3c4ccccc4n(Cc4ccccc4F)c3c2=O)CC1 returned HepG2 tox 0%, Nrf2 ARE act -0.6%, ATXN viability inactive, Nrf2 block 22%, TGFb inhibitor -1%, ATXN2 expr inh 11% and A549 tox 0%.
`COCCCNC(=S)N(Cc1cccnc1)Cc1ccc(OC)c(OC)c1` gave HepG2 tox 1%, Nrf2 ARE act 0.4%, ATXN viability inactive, Nrf2 block 12%, TGFb inhibitor 15%, IL-2 act -0.2, ATXN2 expr inh -14%, A549 tox 6% and EPAC2 agonist 19%.
Screening Cc1cc(/C=N/n2cnnc2)c(C)n1-c1ccc(OCc2ccc(F)cc2)cc1 returned HepG2 tox -63%, Nrf2 ARE act 7.7%, ATXN viability inactive, Nrf2 block inconclusive, TGFb inhibitor inconclusive, IL-2 act -1.0, ATXN2 expr inh inconclusive, A549 tox inconclusive and EPAC2 agonist 21%.
`CN(Cc1ccccc1)C(=S)Nc1ccc2nc3n(c(=O)c2c1)CCCCC3` gave HepG2 tox -5%, Nrf2 ARE act 0.2%, ATXN viability inactive, Nrf2 block 14%, TGFb inhibitor -1%, IL-2 act -3.0, ATXN2 expr inh 1%, A549 tox 1% and EPAC2 agonist -5%.
CCCCN(C)Cc1c(C(=O)N2CCc3ccccc3C2)nc2ccc(Cl)cn12 was read as HepG2 tox 0%, Nrf2 ARE act 0.4%, ATXN viability inactive, Nrf2 block 20%, TGFb inhibitor 13%, IL-2 act 0.0, ATXN2 expr inh -9%, A549 tox -1% and EPAC2 agonist 9%.
Screening CCOC(=O)Cn1nc(-c2ccc(Cl)cc2)ccc1=O returned HepG2 tox -2%, Nrf2 ARE act -0.6%, ATXN viability inactive, Nrf2 block 17%, TGFb inhibitor 24%, IL-2 act -1.4, ATXN2 expr inh 3%, A549 tox 2% and EPAC2 agonist 5%.
Screening O=C(c1ccco1)N(Cc1ccc2c(c1)OCO2)Cc1cc2cc3c(cc2[nH]c1=O)OCO3 returned HepG2 tox 2%, Nrf2 ARE act 0.0%, ATXN viability inactive, Nrf2 block 6%, TGFb inhibitor -11%, IL-2 act -2.4, ATXN2 expr inh -20%, A549 tox 1% and EPAC2 agonist -3%.

Outcome played no part in choosing rows, and some 4.3% of all compounds hit somewhere here.
